Compound activity: PubChem, several laboratories
Rac1 wt modul: alters GTP binding to wildtype human Rac1. P63000. GST-Rac1 beads, fluorescent GTP binding, flow cytometry; actives lie on both sides; 0 = cold GTP competed, 100 = untreated. GTP binding activity (% of control), % at 10 µM. hit rate 0.27% among 190,000;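 active means GTP binding activity at least 20 points away from the 100% control level, either lower or higher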
Rac1 act GTP bind: human Rac1 activated mutant GTP binding change; GST-Rac1 activated beads, fluorescent GTP binding, flow cytometry; actives lie on both sides; 100% means binding = to untreated wells; percent activity (GTP binding), % at 10 µM; hit rate 0.11% among 190,000;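 active means GTP binding at least 20 percentage points away from the 100% baseline, in either direction, so actives lie on both sides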
GSH bead fluor: GSH bead compound fluorescence profile; hit rate 0.25% among 190,000; fluorescence (KMESF) at 10 µM; GSH beads flow cytometry, compound fluorescence 488/530 nm; active compounds read high; in the data active means fluorescence above about 89;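 further: glutathione beads carrying GST-tagged Bcl family fusion proteins plus one bare bead set; values are compound well signal with DMSO vehicle wells as background; inactives centre near 16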
ABCB1 block: inhibitors of human ABCB1 transporter, ABCG2 counter-screen | P08183 | CCRF-Adr cells, JC-1 efflux, flow cytometry | inhibition, % at 6.6 µM | hit rate 0.067% among 190,000 | AID 1326; in the data active means inhibition above about 40%;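 further: 0% = vehicle and 100% = reference inhibitor; higher value means more JC-1 retained so stronger ABCB1 efflux block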
Rab7 wt modul: alters GTP binding to wildtype dog Rab7; GST-Rab7 beads, fluorescent GTP binding, flow cytometry; actives lie on both sides; untreated = 100%, excess cold GTP = 0%; GTP binding activity (percent of control), % at 10 µM; hit rate 0.055% among 190,000; AID 758;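 active means fluorescent GTP binding to Rab7 beads changed by at least 20 points from the 100% baseline, either direction, mostly lower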;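 further: median green fluorescence of bound Bodipy-FL-GTP per Rab7 bead population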
Rab2A wt mod: changes GTP binding to wildtype dog Rab2A, up or down | P61105 | GST-Rab2 wt beads, Bodipy-GTP binding, flow cytometry | GTP binding activity, % at 10 µM | hit rate 0.19% among 190,000 | AID 760;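 active means GTP binding activity at least 20 points away from 100%, either lowered or raised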;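 further: 0% = beads with excess unlabeled GTP and 100% = no-compound control corrected for plate trend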
Cdc42 wt GTP: human Cdc42 wildtype GTP binding change, either direction; P60953; GST-Cdc42 beads, Bodipy-GTP binding, flow cytometry; actives lie on both sides; percent activity (GTP binding), % at 10 µM; hit rate 0.2% among 190,000; AID 761;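 active means percent activity GTP binding at least 20 points away from the 100% baseline, either down as inhibitor or up as activator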;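 further: median bead fluorescence of bound Bodipy-FL-GTP at 100 nM; 0% = excess unlabeled GTP control and 100% = no compound control; below 100% means less GTP binding so inhibitor and above means activator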
Target sequence (P60953 whole entry, looked up): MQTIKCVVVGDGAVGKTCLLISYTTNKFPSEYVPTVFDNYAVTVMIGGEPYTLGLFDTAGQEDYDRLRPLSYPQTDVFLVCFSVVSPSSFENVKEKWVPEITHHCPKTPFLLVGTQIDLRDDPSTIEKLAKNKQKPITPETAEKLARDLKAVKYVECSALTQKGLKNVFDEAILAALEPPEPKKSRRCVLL
Avidin fluor: compound fluoresces at 488/530 nm on avidin beads. compound fluorescence 488/530 nm, flow cytometry; active compounds read high. fluorescence (KMESF) at 10 µM. hit rate 0.38% among 220,000. AID 1775; in the data active means fluorescence above about 47; further: inactives centre near 10
Pf gamet viab: kills late stage P. falciparum gametocytes; P. falciparum stage V gametocytes, ATP luminescence, 24 h; inhibition, % at 10.9 µM; hit rate 0.065% among 150,000;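 active means inhibition above the mean plus 3 SD of compounds within the control limits, set per campaign, cut at about 38% in these data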;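 further: 0% = DMSO wells and 100% = medium only without gametocytes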
ABCG2 block: blocks JC-1 efflux by human ABCG2 transporter; AID 1325; inhibition, % at 6.6 µM; hit rate 0.1% among 190,000; Q9UNQ0; IgMXP3 cells, flow cytometry;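 active means inhibition above 80%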;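 further: 0% = DMSO and 100% = nicardipine control wells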
Target sequence (Q9UNQ0 whole entry, looked up): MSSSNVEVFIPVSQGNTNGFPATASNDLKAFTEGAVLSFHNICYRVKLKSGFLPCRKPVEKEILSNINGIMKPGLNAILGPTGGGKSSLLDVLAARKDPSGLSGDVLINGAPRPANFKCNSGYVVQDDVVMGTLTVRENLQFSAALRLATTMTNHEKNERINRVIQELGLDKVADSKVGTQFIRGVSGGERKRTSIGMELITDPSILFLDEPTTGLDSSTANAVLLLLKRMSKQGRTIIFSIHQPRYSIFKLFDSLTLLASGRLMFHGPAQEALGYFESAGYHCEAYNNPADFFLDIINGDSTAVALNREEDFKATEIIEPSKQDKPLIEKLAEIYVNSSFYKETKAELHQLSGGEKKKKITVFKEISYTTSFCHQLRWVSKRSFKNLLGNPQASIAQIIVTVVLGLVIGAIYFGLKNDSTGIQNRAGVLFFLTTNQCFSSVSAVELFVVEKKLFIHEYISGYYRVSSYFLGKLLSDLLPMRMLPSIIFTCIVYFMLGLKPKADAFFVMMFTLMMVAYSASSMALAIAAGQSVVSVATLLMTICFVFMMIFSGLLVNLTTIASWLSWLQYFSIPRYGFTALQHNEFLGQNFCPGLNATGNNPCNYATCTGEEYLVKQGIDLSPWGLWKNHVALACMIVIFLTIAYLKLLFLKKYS
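Test system: ABCG2 IgMXP3 and barcoded ABCB1 CCRF-Adr cell mix; Schedule: cells with compound and JC-1, 10 min at 25 °C, rotating, no wash; Technique: flow cytometry of retained JC-1 fluorescence; Measure: % inhibition of efflux relative to nicardipine and DMSO; Controls: nicardipine high and DMSO low controls.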
HRas wt GTP: changes GTP binding to wildtype human HRas; hit rate 0.14% among 190,000; GTP binding activity, % at 10 µM; P01112; AID 759; GST-Ras wt beads, Bodipy-FL-GTP binding, flow cytometry; actives lie on both sides;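 active means GTP binding activity at least 20% away from the 100% baseline, either lowered as inhibitor or raised as activator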;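 further: 0% = unlabeled GTP competition control and 100% = no-compound control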
Target sequence (P01112 whole entry, looked up): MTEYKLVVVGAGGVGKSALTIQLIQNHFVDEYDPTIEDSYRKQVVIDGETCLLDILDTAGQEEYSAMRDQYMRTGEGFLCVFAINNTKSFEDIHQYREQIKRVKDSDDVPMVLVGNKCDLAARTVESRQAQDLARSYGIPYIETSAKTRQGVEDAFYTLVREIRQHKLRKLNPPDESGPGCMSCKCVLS
* = called active by the depositor. Random draw from the library; overall some 1.1% were active at least once.

What do the screens show for `O=C(Nc1sc2c(c1C(=O)O)CCC2)c1cccs1`?
Rac1 wt modul: 94; Rac1 act GTP bind: 96; GSH bead fluor: 27; ABCB1 block: -0.1; Rab7 wt modul: 100; Rab2A wt mod: 96; Cdc42 wt GTP: 97; Avidin fluor: 11; ABCG2 block: 1; HRas wt GTP: 97

How did CS(=O)(=O)Nc1cccc(C2=NN(S(C)(=O)=O)C(c3ccccc3)C2)c1 (stereo not given) do in these assays?
Rac1 wt modul: 101; Rac1 act GTP bind: 95; GSH bead fluor: 13; ABCB1 block: 1.6; Rab7 wt modul: 98; Rab2A wt mod: 98; Cdc42 wt GTP: 99; Avidin fluor: 6; Pf gamet viab: -8; ABCG2 block: 2; HRas wt GTP: 100

How did CC(C)C1Nc2ccc(C(=O)O)cc2C2C=CCC21 (stereo not given) do in these assays?
Rac1 wt modul: 99; Rac1 act GTP bind: 94; GSH bead fluor: 22; ABCB1 block: -0.6; Rab7 wt modul: 96; Rab2A wt mod: 94; Cdc42 wt GTP: 94; Avidin fluor: 9; Pf gamet viab: -2; ABCG2 block: -1; HRas wt GTP: 95

What do the screens show for `COc1ccc2[nH]c3c(=O)n(/N=C/[C@H]4C(C)C=C(C)CC4C)c(=O)[nH]c3c2c1` (stereo not given in full)?
Rac1 wt modul: 96; Rac1 act GTP bind: 95; GSH bead fluor: 8; ABCB1 block: -0.8; Rab7 wt modul: 96; Rab2A wt mod: 90; Cdc42 wt GTP: 93; Avidin fluor: 6; Pf gamet viab: -13; ABCG2 block: -2; HRas wt GTP: 93

What do the screens show for `O=C(O)Cn1c(=O)cnc2ccccc21`?
Rac1 wt modul: 116; Rac1 act GTP bind: 103; GSH bead fluor: 10; ABCB1 block: -0.1; Rab7 wt modul: 105; Rab2A wt mod: 105; Cdc42 wt GTP: 108; Avidin fluor: 8; Pf gamet viab: -8; ABCG2 block: 0; HRas wt GTP: 107

Results for CCc1noc(C)c1C(=O)N1CCCC(CCC(=O)NCc2ccc(F)c(F)c2)C1 (stereo not given) ?
Rac1 wt modul: 95; Rac1 act GTP bind: 98; GSH bead fluor: 17; ABCB1 block: -0.3; Rab7 wt modul: 91; Rab2A wt mod: 94; Cdc42 wt GTP: 94; Avidin fluor: 6; Pf gamet viab: 1; ABCG2 block: -1; HRas wt GTP: 93

How did Cc1cc(C)c2[nH]c(=O)c(CN(Cc3ccccc3)C(=S)NCCCN(C)C)cc2c1 do in these assays?
Rac1 wt modul: 108; Rac1 act GTP bind: 101; GSH bead fluor: 13; ABCB1 block: 3.7; Rab7 wt modul: 101; Rab2A wt mod: 106; Cdc42 wt GTP: 102; Avidin fluor: 17; Pf gamet viab: -21; ABCG2 block: 54; HRas wt GTP: 102

How did COC(=O)c1ccc(N/C(C)=C/C(=O)c2ccc(C)o2)cc1 do in these assays?
Rac1 wt modul: 93; Rac1 act GTP bind: 93; GSH bead fluor: 32; ABCB1 block: -0.8; Rab7 wt modul: 94; Rab2A wt mod: 94; Cdc42 wt GTP: 96; Avidin fluor: 7; ABCG2 block: -3; HRas wt GTP: 94

What do the screens show for `O=C(Oc1ccc(Cl)cc1)c1ccc(N2CCOCC2)c([N+](=O)[O-])c1`?
Rac1 wt modul: 102; Rac1 act GTP bind: 98; GSH bead fluor: 11; ABCB1 block: 0.7; Rab7 wt modul: 103; Rab2A wt mod: 99; Cdc42 wt GTP: 101; Avidin fluor: 7; Pf gamet viab: -2; ABCG2 block: 23; HRas wt GTP: 100

How did O=C(/C=C/c1ccccc1Cl)NCc1ccccc1 do in these assays?
Rac1 wt modul: 103; Rac1 act GTP bind: 99; GSH bead fluor: 15; ABCB1 block: 1.6; Rab7 wt modul: 99; Rab2A wt mod: 100; Cdc42 wt GTP: 96; Avidin fluor: 15; ABCG2 block: 32; HRas wt GTP: 99

How did Cn1cnnc1SCc1ccccc1 do in these assays?
Rac1 wt modul: 118; Rac1 act GTP bind: 106; GSH bead fluor: 15; ABCB1 block: 0.1; Rab7 wt modul: 105; Rab2A wt mod: 105; Cdc42 wt GTP: 112; Avidin fluor: 14; ABCG2 block: 1; HRas wt GTP: 107

What do the screens show for `CCCC(=O)C1=C(O)C(c2cccc(Oc3ccccc3)c2)CCC1=O` (stereo not given)?
Rac1 wt modul: 96; Rac1 act GTP bind: 91; GSH bead fluor: 10; ABCB1 block: 0.8; Rab7 wt modul: 103; Rab2A wt mod: 92; Cdc42 wt GTP: 93; Avidin fluor: 13; Pf gamet viab: 13; ABCG2 block: 3; HRas wt GTP: 92

What do the screens show for `CCOC(=O)c1c(NC(=O)c2cc(C)oc2C)sc(C(=O)Nc2ccc(Cl)cc2)c1C`?
Rac1 wt modul: 102; Rac1 act GTP bind: 97; GSH bead fluor: 8; ABCB1 block: -0.3; Rab7 wt modul: 100; Rab2A wt mod: 97; Cdc42 wt GTP: 103; Avidin fluor: 10; ABCG2 block: -2; HRas wt GTP: 102

Results for COc1cccc(/C=N/N2C(=O)CSC2=S)c1O ?
Rac1 wt modul: 100; Rac1 act GTP bind: 98; GSH bead fluor: 22; ABCB1 block: -1.0; Rab7 wt modul: 99; Rab2A wt mod: 95; Cdc42 wt GTP: 94; Avidin fluor: 4; Pf gamet viab: -10; ABCG2 block: -3; HRas wt GTP: 98

What do the screens show for `COc1ccccc1-c1nnc(Sc2nc([N+](=O)[O-])nn2C)o1`?
Rac1 wt modul: 98; Rac1 act GTP bind: 97; GSH bead fluor: 36; ABCB1 block: 0.6; Rab7 wt modul: 102; Rab2A wt mod: 100; Cdc42 wt GTP: 96; Avidin fluor: 8; ABCG2 block: 1; HRas wt GTP: 98

What do the screens show for `COc1ccc(C2N(C(=O)CN3CCOCC3)CCN2S(=O)(=O)c2ccccc2)cc1` (stereo not given)?
Rac1 wt modul: 108; Rac1 act GTP bind: 101; GSH bead fluor: 15; ABCB1 block: 0.5; Rab7 wt modul: 102; Rab2A wt mod: 103; Cdc42 wt GTP: 103; Avidin fluor: 9; Pf gamet viab: -6; ABCG2 block: 2; HRas wt GTP: 101

Results for c1ccc(Nc2cc(Nc3ccccc3)[nH]n2)cc1 ?
Rac1 wt modul: 95; Rac1 act GTP bind: 94; GSH bead fluor: 29; ABCB1 block: -0.8; Rab7 wt modul: 95; Rab2A wt mod: 98; Cdc42 wt GTP: 96; Avidin fluor: 7; ABCG2 block: -2; HRas wt GTP: 97

Results for CC(CC(=O)O)CC(=O)Nc1ccccc1C(=O)O (stereo not given) ?
Rac1 wt modul: 98; Rac1 act GTP bind: 98; GSH bead fluor: 50; ABCB1 block: 0.3; Rab7 wt modul: 94; Rab2A wt mod: 98; Cdc42 wt GTP: 100; Avidin fluor: 14; Pf gamet viab: 9; ABCG2 block: 0; HRas wt GTP: 100

Results for COCCCn1c(SCC(=O)n2c(C)c(C)c3ccccc32)nnc1-c1ccoc1C ?
Rac1 wt modul: 106; Rac1 act GTP bind: 102; GSH bead fluor: 13; ABCB1 block: 2.8; Rab7 wt modul: 103; Rab2A wt mod: 104; Cdc42 wt GTP: 104; Avidin fluor: 9; ABCG2 block: 14; HRas wt GTP: 101

What do the screens show for `O=C(Nc1nccs1)C(c1ccccc1)N1CCCCC1` (stereo not given)?
Rac1 wt modul: 98; Rac1 act GTP bind: 96; GSH bead fluor: 15; ABCB1 block: 0.5; Rab7 wt modul: 102; Rab2A wt mod: 99; Cdc42 wt GTP: 99; Avidin fluor: 9; Pf gamet viab: 1; ABCG2 block: 0; HRas wt GTP: 97

Of the compounds above, these contain a nitro group on carbon.
What do the screens show for `O=C(Oc1ccc(Cl)cc1)c1ccc(N2CCOCC2)c([N+](=O)[O-])c1`?
Rac1 wt modul: 102; Rac1 act GTP bind: 98; GSH bead fluor: 11; ABCB1 block: 0.7; Rab7 wt modul: 103; Rab2A wt mod: 99; Cdc42 wt GTP: 101; Avidin fluor: 7; Pf gamet viab: -2; ABCG2 block: 23; HRas wt GTP: 100

What do the screens show for `COc1ccccc1-c1nnc(Sc2nc([N+](=O)[O-])nn2C)o1`?
Rac1 wt modul: 98; Rac1 act GTP bind: 97; GSH bead fluor: 36; ABCB1 block: 0.6; Rab7 wt modul: 102; Rab2A wt mod: 100; Cdc42 wt GTP: 96; Avidin fluor: 8; ABCG2 block: 1; HRas wt GTP: 98

The list goes on:
How did N#Cc1nc(-c2cccs2)oc1N1CCN(Cc2ccccc2)CC1 do in these assays?
Rac1 wt modul: 103; Rac1 act GTP bind: 99; GSH bead fluor: 25; ABCB1 block: 0.6; Rab7 wt modul: 101; Rab2A wt mod: 98; Cdc42 wt GTP: 103; Avidin fluor: 14; Pf gamet viab: 4; ABCG2 block: 4; HRas wt GTP: 103

Results for CC1Cc2cc(-c3csc(NC(=O)Cc4cccs4)n3)ccc2N1S(C)(=O)=O (stereo not given) ?
Rac1 wt modul: 99; Rac1 act GTP bind: 101; GSH bead fluor: 24; ABCB1 block: 1.3; Rab7 wt modul: 99; Rab2A wt mod: 104; Cdc42 wt GTP: 104; Avidin fluor: 14; ABCG2 block: 5; HRas wt GTP: 103

Results for CCC(CC)C(=O)c1c[nH]c(C(=O)NCc2ccco2)c1 ?
Rac1 wt modul: 95; Rac1 act GTP bind: 95; GSH bead fluor: 16; ABCB1 block: 0.0; Rab7 wt modul: 97; Rab2A wt mod: 97; Cdc42 wt GTP: 98; Avidin fluor: 37; Pf gamet viab: -40; ABCG2 block: 0; HRas wt GTP: 97

How did C=CCOc1nc2c(c(=O)n(C)c(=O)n2C)n1Cc1ccc(Cl)cc1 do in these assays?
Rac1 wt modul: 102; Rac1 act GTP bind: 96; GSH bead fluor: 11; ABCB1 block: 2.1; Rab7 wt modul: 99; Rab2A wt mod: 97; Cdc42 wt GTP: 100; Avidin fluor: 10; Pf gamet viab: 2; ABCG2 block: 26; HRas wt GTP: 98

What do the screens show for `CC(=O)O/N=C/c1c(N2CCOCC2)n(C)c2ccccc12`?
Rac1 wt modul: 98; Rac1 act GTP bind: 97; GSH bead fluor: 38; ABCB1 block: -1.5; Rab7 wt modul: 97; Rab2A wt mod: 97; Cdc42 wt GTP: 98; Avidin fluor: 11; Pf gamet viab: -11; ABCG2 block: 29; HRas wt GTP: 99

Results for CCN(CC)c1ccc(/C=N/NC(=S)NCc2ccccc2)cc1 ?
Rac1 wt modul: 94; Rac1 act GTP bind: 96; GSH bead fluor: 8; ABCB1 block: 0.7; Rab7 wt modul: 98; Rab2A wt mod: 99; Cdc42 wt GTP: 96; Avidin fluor: 7; ABCG2 block: 7; HRas wt GTP: 97

Results for CC(=O)Oc1ccc2c(=O)c(-c3ccccc3)coc2c1 ?
Rac1 wt modul: 100; Rac1 act GTP bind: 96; GSH bead fluor: 14; ABCB1 block: -0.2; Rab7 wt modul: 98; Rab2A wt mod: 98; Cdc42 wt GTP: 98; Avidin fluor: 11; Pf gamet viab: -11; ABCG2 block: 4; HRas wt GTP: 96
